RSV CPE inhibition: RSV antiviral activity via CPE protection, HEp-2 cells, primary 10 µM value included (AID 2391) | HEp-2 cells, RSV-induced CPE inhibition; higher % means a stronger effect | CPE inhibition, % at 10 µM, or IC50 in µM where a hit was titrated | 310,000 compounds, 0.13% hits; in the data active = a potency from the dose series; inconclusive = CPE inhibition mostly from about 23% at the one dose, without a potency; inactive = the rest, 99 in 100 with CPE inhibition below about 21%; note: strong numbers were not always called active
Ins promoter up: MIN6 insulin promoter up-regulation. AID 1625. MIN6 insulin promoter-GFP reporter, high-content imaging; active compounds read high. 190,000 compounds, 0.3% hits. z-score at 5 µM;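 active = z-score above 3 at 5 µM with at least 500 cells counted in the well; inconclusive = wells under 500 cells, flagged as cytotoxic or low count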
human PMI inhibition: MPI enzyme activity inhibition – biochemical, fluorescence intensity, coupled assay, primary screen (AID 1209); purified PMI enzyme, coupled fluorescence intensity; higher % means a stronger effect; one-dose inhibition, % at 20 µM; IC50 in µM for titrated hits; 190,000 compounds, 0.42% hits;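 note: plate controls were DMSO vehicle for no effect and wells lacking substrate for full effect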
ER stress rescue: rescue of cells from ER stress-induced death, primary screen, 384-well, CSM14.1, thapsigargin, ATP luminescence (AID 1222) | CSM14.1 thapsigargin-induced death rescue, ATP luminescence; higher % means a stronger effect | cellular ATP content (survival), % at 20 µM, or EC50 in µM where a hit was titrated | 190,000 tested, under 10 active;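 active = EC50 below 50 µM in the dose-response confirmation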;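 note: death triggered by thapsigargin at about 15 µM added after 2 h compound pretreatment; cell ATP read after overnight thapsigargin exposure of roughly 18 to 22 hours; normalized against plate controls of thapsigargin alone and 5% DMSO vehicle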
PhoP inhibition: PhoP-dependent GFP reporter repression – Salmonella Typhimurium, primary screen (AID 1863). S. Typhimurium PhoP-regulated promoter GFP reporter, 4 h; higher % means a stronger effect. inhibition, % at 50 µM, or IC50 in µM where a hit was titrated. 300,000 compounds, 0.16% hits;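 active = inhibition over 29.93%, a cutoff 3 SD above the screen mean, later confirmed by dose response; inconclusive = inhibition over 29.93% but no dose response follow-up; inactive = inhibition at most 29.93% or unconfirmed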;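 note: 0% = low Mg2+ inducing control and 100% = high Mg2+ repressing control; strong numbers were not always called active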
human PMI inhibitors: MPI inhibition at elevated mannose 6-phosphate – biochemical, fluorescence intensity, high mannose 6-phosphate, primary screen (AID 1220) | inhibition, % at 20 µM; hits with a dose series show IC50 in µM | recombinant PMI enzyme, coupled fluorescence intensity; higher % means a stronger effect | 190,000 compounds, 0.66% hits
SV40 large T antigen: TAg ATPase/helicase activity blockers – biochemical (AID 1903); 310,000 compounds, 0.39% hits; inhibition, % at 20 µM, or IC50 in µM where a hit was titrated; SV40 large T antigen ATPase/helicase inhibition assay; higher % means a stronger effect; in the data active = a potency from the dose series; inconclusive = inhibition mostly from about 32% at the one dose, without a potency; inactive = the rest, 99 in 100 with inhibition below about 32%; note: strong numbers were not always called active
West Nile antiviral: West Nile virus antiviral activity, cell-based, CPE readout (AID 1621); West Nile virus-infected cells, CPE inhibition; higher % means a stronger effect; CPE inhibition, % at 10 µM, or IC50 in µM where a hit was titrated; 290,000 compounds, 0.02% hits; in the data active = a potency from the dose series; inconclusive = CPE inhibition mostly from about 3.7% at the one dose, without a potency; inactive = the rest, 99 in 100 with CPE inhibition below about 2.2%; note: strong numbers were not always called active
TNAP activation fold: human TNAP enzyme activators, primary screen, biochemical, luminescent, no phosphate acceptor, uHTS (AID 1001); 200,000 compounds, 0.03% hits; activation fold at 20 µM, or EC50 in µM where a hit was titrated; purified TNAP, luminescent activation assay, no phosphate acceptor; higher activation fold means a stronger effect; in the data active = activation fold from about 3, or a potency from the dose series; inactive = the rest, 99 in 100 with activation fold below about 1.6; note: many of its hits are not listed in these tables
Ins promoter up cell count: recorded beside Ins promoter up, whose call it bears; cell count; measured here: cytotoxicity, nuclei count;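 total cells summed across four imaged fields per well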
Numbers without * were called inactive; ? = inconclusive; nt = not tested or not shown. Cut-off read from the data, not from the text of the source, unless noted: active = inhibition above about 50%; inactive = the rest.

Compound	RSV CPE inhibition	Ins promoter up	Ins promoter up cell count	human PMI inhibition	ER stress rescue	PhoP inhibition	human PMI inhibitors	SV40 large T antigen	West Nile antiviral	TNAP activation fold
COc1ccc(CN2C(=NC(=O)C3CCCO3)SC3CS(=O)(=O)CC32)cc1 (stereo not given)	1.6%	nt	nt	nt	nt	4%	nt	9%	0.0%	nt
COc1ccc(Cl)cc1-n1c(C)cc(C(=O)OCC(=O)N2CC(=O)Nc3ccccc32)c1C	?	nt	nt	14%	-0.4%	-28%	-5%	8%	-0.3%	1.2
CCN(CC)c1ccc(N2C(=O)/C(=C\c3cccs3)SC2=S)cc1	1.0%	-0.15	966	0%	-3.1%	-2%	1%	7%	0.1%	1.1
Cc1cccc(CCNS(=O)(=O)c2ccc3c(c2)CCN3C(=O)CCC(=O)O)c1	0.7%	nt	nt	nt	nt	3%	nt	8%	0.6%	nt
COc1cc(/C=N/Nc2nc3ccccc3s2)cc([N+](=O)[O-])c1O	8.0%	-0.36	1428	nt	nt	3%	nt	20%	0.2%	nt
N#Cc1cccc(CN2CCC(=O)N([C@H](CO)c3ccccc3)CC2)c1	0.9%	nt	nt	nt	nt	3%	nt	17%	-0.6%	nt
O=C(NNC1CC(=O)N(c2ccc(Cl)cc2)C1=O)c1ccccc1Cl (stereo not given)	-0.8%	-0.32	1479	4%	1.1%	5%	-1%	8%	-0.2%	1.1
CCCCOC(=O)c1ccc(NC(=O)C(=O)NCc2ccncc2)cc1	10%	-1.2	1294	1%	12%	-2%	-6%	-1%	0.2%	1.2
Clc1cccc(OCc2nc(-c3ccncc3)no2)c1	0.4%	0.41	1488	-11%	-0.7%	2%	-9%	8%	-0.7%	1.1
Cc1onc(C(=O)N2CCN(c3ccccc3F)CC2)c1-c1ccccc1Cl	2.4%	0.04	1220	-4%	-2.9%	13%	-9%	10%	-0.7%	1
COC(=O)c1cc(Cn2nc(C(=O)O)c3ccccc3c2=O)oc1C	-0.3%	nt	nt	nt	nt	-5%	nt	2%	-0.1%	nt
C=CCNC(=O)Nc1ccc(OCC)cc1	0.7%	-0.09	1214	5%	nt	-1%	5%	16%	-0.2%	1.2
O=S(=O)(Nc1cccc(-c2ccc3nncn3n2)c1)c1ccc(Cl)s1	1.9%	-0.93	1202	-5%	-1.2%	7%	-15%	23%	0.4%	1.1
O=C(CP(=O)(c1ccccc1)c1ccccc1)Nc1nc2ccc(Cl)cc2s1	0.5%	nt	nt	nt	nt	-1%	nt	14%	0.0%	nt
CCCC(=O)NC(=S)Nc1ccccc1N1CCOCC1	1.8%	0.02	1181	4%	-2.2%	0%	11%	11%	0.3%	1.1
CC(C(=O)Nc1ccc(F)c(F)c1F)N(C)CC(=O)Nc1ccccc1Br (stereo not given)	1.7%	0.39	1640	0%	1.0%	2%	-6%	-2%	0.0%	1.9
COc1ccc(CC2(CO)CCN(Cc3ccncc3)CC2)cc1	-0.6%	0.14	1414	7%	0.0%	9%	0%	7%	-1.1%	1.1
Cc1ccc(C)c(N(CC(=O)NC2CCCC2)C(=O)CCC(=O)Nc2nccs2)c1	1.5%	nt	nt	nt	nt	2%	nt	-3%	-1.3%	nt
Cc1occc1C(=O)NNS(=O)(=O)c1ccc(Cl)cc1	1.9%	0.42	1333	-12%	-2.0%	-9%	-6%	17%	0.2%	1.1
COC(=O)/C(C#N)=C(/Nc1ccc(F)c(Cl)c1)C(F)(F)F	-0.4%	0.6	1140	nt	nt	7%	nt	14%	1.7%	nt

Retrieved one by one from the list above:
Compound	RSV CPE inhibition	Ins promoter up	Ins promoter up cell count	human PMI inhibition	ER stress rescue	PhoP inhibition	human PMI inhibitors	SV40 large T antigen	West Nile antiviral	TNAP activation fold
C=CCNC(=O)Nc1ccc(OCC)cc1	0.7%	-0.09	1214	5%	nt	-1%	5%	16%	-0.2%	1.2
Clc1cccc(OCc2nc(-c3ccncc3)no2)c1	0.4%	0.41	1488	-11%	-0.7%	2%	-9%	8%	-0.7%	1.1

Next records
Compound	RSV CPE inhibition	Ins promoter up	Ins promoter up cell count	human PMI inhibition	ER stress rescue	PhoP inhibition	human PMI inhibitors	SV40 large T antigen	West Nile antiviral	TNAP activation fold
CC(C)c1c(C(=O)N/N=C/c2cccnc2)nnn1-c1nonc1N	0.8%	nt	nt	nt	nt	8%	nt	15%	1.7%	nt
COc1ccc(C(=O)Nc2nc(C)c3cc4c(cc3n2)OCO4)cc1	1.9%	-0.61	1404	8%	0.9%	1%	1%	16%	1.3%	1
Cc1cccc(C)c1NC(=O)C(c1cccc([N+](=O)[O-])c1)N(C)C(=O)c1ccccn1 (stereo not given)	2.9%	0.53	1341	7%	-2.6%	-11%	-3%	19%	-1.1%	1.1
COc1ccc(/C(O)=C/c2nc3ccc(C(=O)NCCc4cccc(C)c4)cc3[nH]c2=O)cc1OC	3.2%	nt	nt	2%	-0.8%	-21%	-1%	27%	-0.4%	1.1
COc1cc(S(=O)(=O)N2CCCCC2)ccc1NC=O	-2.1%	0.83	1072	9%	-2.0%	10%	-7%	-13%	nt	1.1
COc1cc(OC)c(C(=O)Nc2ccc(S(=O)(=O)Nc3ncccn3)cc2)cc1OC	2.2%	-0.28	1248	17%	0.5%	32%	12%	5%	0.2%	1
O=C(/C=C/c1ccco1)Nc1ccccn1	0.7%	1.5	1390	8%	-5.1%	15%	9%	11%	-0.8%	1.1
COC(=O)c1ccccc1NC(=O)Nc1cc(C)cc(C)n1	nt	-0.46	1262	13%	-1.4%	3%	12%	4%	0.0%	1.1
O=C(NNC(=O)c1cnccn1)c1ccc(Cl)c(Cl)c1	0.6%	nt	nt	nt	nt	0%	nt	9%	0.4%	nt
CCN(CC)c1ccc(NC(=O)CSc2nc(C)cc(=O)[nH]2)cc1	1.7%	-0.37	935	6%	-0.5%	-1%	26%	36%	0.0%	1.2
Cc1ccnc(NC(=O)C2CCCN(c3ncnc4c3nc3n4CCCCC3)C2)c1 (stereo not given)	-1.2%	nt	nt	nt	nt	3%	nt	-4%	0.6%	nt
CN(Cc1ccc(Br)cc1)C(=O)CCN1C(=O)c2cccc([N+](=O)[O-])c2C1=O	2.3%	nt	nt	nt	nt	-8%	nt	5%	-0.1%	nt
N#Cc1ccc(Oc2ccc(-c3cnc4ccccc4n3)cc2)cc1C#N	1.4%	0.71	1266	10%	-1.2%	-17%	2%	6%	-0.5%	0.9
Clc1ccc(CNCC2CCCO2)cc1 (stereo not given)	1.7%	nt	nt	nt	nt	0%	nt	14%	-1.0%	nt
CCOC(=O)C1CCCN(c2c(NCCc3ccc(S(N)(=O)=O)cc3)c(=O)c2=O)C1 (stereo not given)	2.4%	-0.86	960	2%	-1.5%	-2%	1%	14%	-0.1%	1
CC(C)CN1CCN(Cc2cccn2-c2ccc(Cl)cn2)CC1CCO (stereo not given)	-0.4%	-0.53	1468	8%	-1.3%	-7%	6%	8%	-0.6%	1
CS(=O)(=O)Nc1ccccc1C(=O)NCCSCc1ccccc1	1.3%	1.5	1461	10%	0.6%	-6%	3%	8%	0.6%	1.1
CCCCCCOc1ccc(N2C(=O)CC(N3CCN(CCN=CC4=C(O)CC(C)(C)CC4=O)CC3)C2=O)cc1 (stereo not given)	5.4%	0.47	1269	7%	3.1%	3%	2%	21%	-0.1%	1
C=CCn1c(SCC(=O)Nc2ccc(C(=O)OC(C)C)cc2)nnc1-c1cccs1	2.6%	-0.25	1280	6%	-4.4%	6%	0%	2%	-0.3%	1.1
COc1cc2c(C)nc3c(cnn3-c3ccccc3)c2cc1OC	5.8%	-1.2	1275	11%	-1.3%	0%	14%	13%	0.0%	1.1
CC(C)CCNC(=O)[C@H](CC(C)C)NC(=O)[C@H]1O[C@@H]1C(=O)O	-1.8%	nt	nt	1%	-2.7%	5%	-4%	7%	0.1%	1.1
COc1ccc(CCNC(=S)Nc2ccccc2C)cc1	0.7%	-1.3	1186	-15%	-1.2%	-3%	-12%	6%	0.2%	1
Cc1cc(NC(=O)c2ccc(N3C(=O)CCC3=O)cc2)no1	1.6%	-0.64	1432	2%	-1.6%	10%	-10%	0%	0.3%	1.1
OC(COc1ccc(CNCc2cccnc2)cc1)CN1CCc2ccccc2C1 (stereo not given)	0.1%	nt	nt	8%	-1.7%	3%	8%	5%	0.9%	1
CCOC(=O)N1CCN(CC(=O)Nc2cc(C)nn2-c2nc3ccccc3s2)CC1	2.5%	0.05	1921	24%	-0.2%	-2%	16%	6%	0.0%	1.1
Cc1ccc(Oc2ncccc2NC(=O)CC(CC(=O)O)c2ccccc2)c2c1CCC2 (stereo not given)	nt	-0.75	1083	nt	nt	-2%	nt	16%	0.1%	nt
Nc1ccc2c(c1)C(=O)N(CCCCCC(=O)O)C2	0.1%	nt	nt	-7%	-4.0%	-2%	-9%	11%	0.6%	1.1
C/C(Cl)=C/Cn1c(SCc2ccc(Cl)cc2)nc2c1c(=O)[nH]c(=O)n2C	nt	-0.79	1239	0%	-2.0%	-2%	-3%	19%	-0.1%	1
Cc1cc(=O)oc2cc(NC(=O)CCCC(=O)O)ccc12	2.5%	-0.7	1556	-3%	2.6%	2%	4%	9%	nt	1.1
CS(=O)(=O)N1CCN(c2ccccc2NC(=S)NC(=O)c2cccs2)CC1	-1.1%	-0.98	1540	4%	0.6%	1%	2%	11%	-0.2%	1
COc1cccc(CCNC(=O)C2CCC(=O)N(Cc3cccc(OC)c3)C2)c1 (stereo not given)	3.9%	nt	nt	nt	nt	4%	nt	8%	-0.2%	nt
Cc1cc2oc(=O)cc(CN3CCN(S(=O)(=O)c4ccc5c(c4)OCCO5)CC3)c2cc1C	16%	-4.3	909	9%	nt	-3%	14%	-5%	-0.3%	1.1
Cc1ccccc1-n1c(SCC(=O)NCc2cccs2)nnc1-c1ccncc1	1.0%	0.02	1085	6%	0.1%	-9%	5%	4%	nt	1.1
CCOc1ccc(S(=O)(=O)NC(C)C(=O)NCc2ccncc2)cc1 (stereo not given)	0.9%	nt	nt	nt	nt	7%	nt	4%	-1.0%	nt
Cc1cccc(N/C=C/C(=O)c2ccc(Cl)cc2)c1	-0.2%	nt	nt	nt	nt	9%	nt	4%	0.0%	nt
